# High-throughput results: PubChem BioAssay, National Center for Advancing Translational Sciences (NCATS)
# TDP1 cell noCPT = qHTS for Inhibitors of human tyrosyl-DNA phosphodiesterase 1 (TDP1): qHTS in cells in absence of CPT; DT40 Tdp1-/- hTDP1 cells, no CPT, ATP luminescence, 48 h; 420,000 compounds, 15% hits; Potency, µM (titrated, usually from 46.2 µM), for the others: at the top dose activity change, negative = growth inhibition, actives largely listed as inhibitors; AID 686978, 2013; further: nearly all actives have a fitted effect of over 55% in size
#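 A cellular qHTS used chicken DT40 cells lacking endogenous Tdp1 but carrying stably transfected human TDP1. Compounds were applied without camptothecin, and cell growth kinetics were judged by ATP-dependent luminescence after ≥48 hr.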
# GCN5L2 inh = blocks human GCN5L2 histone acetyltransferase | Q92830 | GCN5L2 HAT assay, ThioGlo1 CoA-SH fluorescence | Potency, µM (titrated, usually from 58.9 µM), without a hit: at the top dose activity change, negative = inhibition, hits mostly inhibitors | 390,000 compounds, 0.21% hits | AID 504327
# Target sequence (Q92830 whole entry, looked up): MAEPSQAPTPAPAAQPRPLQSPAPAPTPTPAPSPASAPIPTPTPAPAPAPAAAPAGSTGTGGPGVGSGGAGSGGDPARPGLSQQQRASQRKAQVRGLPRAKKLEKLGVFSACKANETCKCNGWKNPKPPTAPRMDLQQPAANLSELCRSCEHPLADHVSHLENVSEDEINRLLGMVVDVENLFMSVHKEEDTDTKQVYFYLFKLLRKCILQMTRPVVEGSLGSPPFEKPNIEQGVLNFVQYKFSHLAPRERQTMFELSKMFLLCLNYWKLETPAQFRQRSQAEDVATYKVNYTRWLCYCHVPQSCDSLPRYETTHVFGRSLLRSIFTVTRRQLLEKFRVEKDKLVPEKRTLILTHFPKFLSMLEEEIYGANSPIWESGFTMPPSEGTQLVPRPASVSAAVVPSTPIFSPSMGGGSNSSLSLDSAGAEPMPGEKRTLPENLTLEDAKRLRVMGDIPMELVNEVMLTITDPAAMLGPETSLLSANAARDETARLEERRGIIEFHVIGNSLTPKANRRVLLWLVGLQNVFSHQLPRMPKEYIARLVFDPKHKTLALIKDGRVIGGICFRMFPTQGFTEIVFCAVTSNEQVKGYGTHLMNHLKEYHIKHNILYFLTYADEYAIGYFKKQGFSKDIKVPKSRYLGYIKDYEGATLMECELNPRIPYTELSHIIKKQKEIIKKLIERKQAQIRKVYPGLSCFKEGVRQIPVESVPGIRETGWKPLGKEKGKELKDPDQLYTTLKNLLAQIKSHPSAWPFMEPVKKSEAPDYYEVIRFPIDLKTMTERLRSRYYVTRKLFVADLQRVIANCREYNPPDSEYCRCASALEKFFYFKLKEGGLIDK
#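 ThioGlo1-coupled HAT assay: 20nM GCN5L2, 70uM acetyl-CoA, 75uM H3(1-25) peptide, pH 7.5. Fluorescence read at 340/540nm at start and after 20 min at room temperature.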
# TDP1 block = blocks human tyrosyl-DNA phosphodiesterase 1; Q9NUW8; recombinant TDP1, AlphaScreen DNA substrate cleavage; Potency, µM (top dose mostly 130 µM), for inactives: top-dose activity change, negative = inhibition, most hits filed as inhibitors; 350,000 compounds, 0.28% hits; AID 485290; further: nearly all actives have a fitted effect of over 40% in size
#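 Signal: AlphaScreen proximity between streptavidin donor and anti-FITC acceptor beads on intact substrate. Reaction: Tdp1 1 nM, substrate 15 nM final, 5 min RT after 15 min compound preincubation.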
# * marks the source's active call; other numbers are inactive results; ? = inconclusive; nt = no result given; & = joins results of further samples; [ ] = another dose, or the depositor's remark. The call rests on the fitted dose curve; in most records, active means well fitted curve in the direction sought with a large enough effect; inconclusive means small, poorly fitted or top-dose-only effect, or another doubt; inactive means no such curve, though single readings can be large; an effect the other way counts as inactive or inconclusive. On the % scale 0 is the no-effect control and ±100 the full control effect; potency means the concentration at half of the fitted maximal effect. This is a subset; the hit share may differ from the screen's.
# The line under a structure holds: TDP1 cell noCPT	GCN5L2 inh	TDP1 block
- COC(=O)c1ccc(N=C2SCC(=O)N2C)cc1
    -25%	-2%	nt
- CCOC(=O)CSC1=Nc2ccccc2C2=NC(CC(=O)NCc3cccs3)C(=O)N12 (stereo unspecified)
    -16%	-1%	2%
- C/C(CCc1ccccc1)=N\NC(=O)CCc1ccccc1
    -21%	-2%	3%
- NC(=S)N=Nc1c(O)n(Cc2ccccc2)c2ccccc12
    6.5µM*	-1%	3%
- CCOC(=O)/C(=N/O)C1=NC(C)(C)Cc2cc(C)c(C)cc21
    0%	2%	0%
- CN1CCN(C(=O)C2CCCN(S(=O)(=O)c3ccc(F)cc3)C2)CC1 (stereo unspecified)
    -21%	-6%	6%
- CCCCCCCc1c(O)nc(SCCN2CCOCC2)[nH]c1=O
    1%	-1%	6%
- CCCC(=O)Nc1c(-c2ccc(OC)cc2)c(=O)c2ccccc2n1C
    -18%	-14%	4%
- COc1ccc(NC(=O)CCCNC(=O)Cn2cnc3sc4c(c3c2=O)CCCC4)c(OC)c1
    -9%	-7%	11%
- O=C(CNc1ccc(F)cc1)c1ccccc1
    ?	3%	-5%
- CC1=CC(C)(C)N2C(=O)C(=O)c3cc(OC(=O)c4ccco4)cc1c32
    1.2µM*	5%	-3%
- CCc1sc(Nc2cccc(C)c2C)nc1-c1cc2cccc(OC)c2oc1=O
    21µM*	-24%	4%
- O=C(COC(=O)C1CCCCC1)Nc1cccc(Br)c1
    -23%	2%	-3%[56.1 µM]
- COc1ccc(-n2c(Cc3cccn3C)nnc2SCC(=O)N2CCCc3ccccc32)cc1
    ?	19%	10%
- COc1cccc(-c2nn(-c3ccccc3)cc2CN(C)Cc2c(C)nc3ccccn23)c1
    ?	-14%	7%
- CCOc1ccc(S(=O)(=O)N2CCOCC2)cc1NC(=O)CN1C(=O)NC2(CCCC2)C1=O
    -20%	2%	-3%[0.505 µM]
- CC(=O)Nc1ccc(S(=O)(=O)NCC2CCC(C(=O)NCCC3=CCCCC3)CC2)cc1 (stereo unspecified)
    -19%	-9%	1%
- O=C(Cn1cnc2ccccc2c1=O)NCCC(=O)Nc1ccc(F)cc1
    6%&-1%	1%&-5%	0%&2%
- COCCN1CN(S(=O)(=O)c2ccc(Cl)cc2)c2nc3ccccc3nc21
    ?	3%	7%
- COc1ccc(NC(=O)Cn2c(=O)n(-c3cccc(C)c3)c(=O)c3c2c2cc(C)ccc2n3C)cc1OC
    ?	-5%	3%
- COc1cccc(NC(=O)C2CC(=O)N(Cc3ccc(C)cc3)C2)c1 (stereo unspecified)
    12%	0%	0%
- CCOC(=O)c1nn(-c2cc(C(=O)OC)cc(C(=O)OC)c2)cc1O
    -11%	1%	2%
- Cc1cc(C(=O)COC(=O)CN=C2NS(=O)(=O)c3ccccc32)c(C)n1CCc1ccc(Cl)cc1
    ?	-8%	6%
- O=C(Cn1cnc2ccccc2c1=O)Nc1ccc(-c2nnc3n2CCCCC3)cc1
    -3%	2%	5%
- COc1ccc([N+](=O)[O-])cc1NC(=O)CC1SC(=Nc2cccc(C)c2C)N(/N=C(\C)c2ccc(C)cc2)C1=O (stereo unspecified)
    -1%	-7%	6%
- COC(=O)C1CCN(C(=O)[C@H](C)NC(=O)C2CC(=O)N(c3ccc(F)cc3)C2)CC1 (stereo partly specified)
    21%	-7%	1%
- O=C(NCCN1CCN(Cc2ccccc2)CC1)c1ccc(CS(=O)(=O)c2ccc(Br)cc2)o1
    ?	-3%	2%
- O=C(O)C1C2CCC(C2)C1C(=O)Nc1cccc([N+](=O)[O-])c1 (stereo unspecified)
    -1%	6%	nt
- CC(C)(CNC(=O)CO/N=C1/C=C2CCC3C(C(O)C[C@@]4(C)C3CC[C@]4(O)C(=O)CO)[C@@]2(C)CC1)C(O)C(=O)O (stereo partly specified)
    -20%	-6%	nt
- COc1ccccc1OCC(=O)NCC1CCCN(Cc2cnn(C)c2C)C1 (stereo unspecified)
    3%	-8%	0%

# Individual results from the list:
# COC(=O)C1CCN(C(=O)[C@H](C)NC(=O)C2CC(=O)N(c3ccc(F)cc3)C2)CC1 (stereo partly specified) in TDP1 cell noCPT reads 21%
# O=C(Cn1cnc2ccccc2c1=O)Nc1ccc(-c2nnc3n2CCCCC3)cc1 in GCN5L2 inh reads 2%
# COc1ccc(NC(=O)CCCNC(=O)Cn2cnc3sc4c(c3c2=O)CCCC4)c(OC)c1 in TDP1 cell noCPT reads -9%
# CCOc1ccc(S(=O)(=O)N2CCOCC2)cc1NC(=O)CN1C(=O)NC2(CCCC2)C1=O in TDP1 block reads -3%[0.505 µM]

# The listing picks up; the 3 compounds before the break are reprinted first.
# The line under a structure holds: TDP1 cell noCPT	GCN5L2 inh	TDP1 block
- O=C(O)C1C2CCC(C2)C1C(=O)Nc1cccc([N+](=O)[O-])c1 (stereo unspecified)
    -1%	6%	nt
- CC(C)(CNC(=O)CO/N=C1/C=C2CCC3C(C(O)C[C@@]4(C)C3CC[C@]4(O)C(=O)CO)[C@@]2(C)CC1)C(O)C(=O)O (stereo partly specified)
    -20%	-6%	nt
- COc1ccccc1OCC(=O)NCC1CCCN(Cc2cnn(C)c2C)C1 (stereo unspecified)
    3%	-8%	0%
- CN(Cc1c(C(=O)N/N=C/c2cccs2)nnn1-c1nonc1N)c1ccccc1
    18%	-15%	4%
- Cc1cccc(NC(=O)c2ccco2)c1C
    -8%	-33%	nt
- O=C(CCS(=O)(=O)c1ccccc1)NC1CCCC1
    22%	-1%	1%
- COc1ccc(CNC(=O)C2CCN(S(=O)(=O)c3cccc4cccnc34)CC2)cc1
    nt	1%	3%
- N#Cc1c[nH]n2c(=O)c3c(nc12)CCCC3
    nt	-13%	4%
- COc1ccc(S(=O)(=O)N2CCOC2CNC(=O)C(=O)NCCc2ccccc2)cc1OC (stereo unspecified)
    ?	-13%	nt
- C=CC[C@@H](CC(=O)N(CCO)Cc1ccccc1)C(=O)N[C@@H](COC(=O)[C@H](CC=C)CC(=O)OC(C)(C)C)Cc1c[nH]c2ccccc12
    ?	-12%	3%
- COc1ccc2c(C)c(CC(=O)N3C[C@H]4C[C@@H](C3)c3cccc(=O)n3C4)c(=O)oc2c1OC
    -10%	-1%	nt
- CC(=O)Nc1ccc(C(=O)COC(=O)c2cc(C)oc2C)c(F)c1
    ?	-9%	5%
- O=C1c2ccc([N+](=O)[O-])cc2C(=O)N1Cc1cccnc1
    14%	-5%	5%
- CC(OC(=O)Cc1coc2cc3c(cc12)CCC3)C(=O)NC(N)=O (stereo unspecified)
    -1%	3%	8%
- COc1cc(NC(=O)c2noc3c2CCc2ccccc2-3)cc(OC)c1OC
    16µM*	-3%	1%
- c1cncc(-c2nnc3sc(-c4ccco4)nn23)c1
    -24%	-5%	2%
- Cc1cc(C)n(C(C)CNS(=O)(=O)c2ccc(C)c(C)c2)n1 (stereo unspecified)
    -23%	1%	0%
- COc1ccc(CNc2nc(SCc3ccccc3Cl)nc3ccccc23)cc1
    16µM*	-5%	0%
- COc1ccc(OC)c(/C=N/NC(=O)CCN2CCN(C(c3ccccc3)c3ccccc3)CC2)c1
    16µM*	1%	6%
- O=C1OCCC1Sc1nnc(-c2ccccc2Cl)n1Cc1ccccc1 (stereo unspecified)
    -14%	1%	0%
- CC(C)(C)SC(=O)CC1NS(=O)(=O)OC2CCCCC12 (stereo unspecified)
    ?	0%	nt
- CN(C)c1ccc(NC(=O)Cc2ccccc2)c2ccccc12
    ?	-9%	nt
- Cn1cc([N+](=O)[O-])c(C(=O)NCc2cc3ccccc3[nH]2)n1
    -5%	-2%	0%
- Cc1onc(-c2ccccc2Cl)c1C(=O)N1CCC(C(N)=O)CC1
    -10%	-3%	1%
- Cc1cc(NC(=O)Cn2nnc3sc4c(c3c2=O)CCC(C(C)(C)C)C4)no1 (stereo unspecified)
    ?	-20%	11%
- CCCNC(=O)CN1CCN(c2ncc(NC(=O)c3ccc(Cl)cc3)cc2C(=O)O)CC1
    -10%	1%	nt
- CCCCCCN[C@H]1CCC2C3CC=C4C[C@@H](O)CC[C@]4(C)C3CC[C@@]21C (stereo partly specified)
    ?	0%	0%
- CCNC(=O)NC(=O)C(C)Oc1ccc(Br)cc1Br (stereo unspecified)
    -4%	-7%	-5%
- CC1CCCC(C)N1C(=O)COC(=O)/C=C/c1ccco1 (stereo unspecified)
    0%	-5%	-16%
- CC(=O)NC(Cc1ccccc1)c1ccc2c(c1)OCCCO2 (stereo unspecified)
    -16%	1%	3%
- COC(=O)[C@@]1(C)CCC[C@@]2(C)c3ccc(O)c(C(C)C)c3CCC21 (stereo partly specified)
    10µM*	2%	12%
- Cc1cc(C(=O)NCc2cc(C(=O)O)co2)co1
    8%	-3%	-7%
- CCOc1ccc(S(=O)(=O)NC2=NCCCCC2)cc1
    ?	-9%	0%
- CCOCCCn1c(=N)c(C(=O)NCc2cccnc2)cc2c(=O)n3ccccc3nc21
    -4%	-5%	nt
- COc1ccc(C=O)cc1CSc1ccccn1
    6%	-7%	8%
- COC(=O)C1CSC(C(=O)OC)N1C(=O)CN1CCN(c2ccc(OC)cc2)CC1 (stereo unspecified)
    -15%	1%	4%
- CCCCn1c(CNC(=O)C23CC4CC(CC(C4)C2)C3)nnc1SCC(=O)Nc1ccccc1
    ?	-5%	0%
- O=C(C(c1ccccc1)c1ccccc1)N1CCN(CC(O)COc2ccccc2)CC1 (stereo unspecified)
    ?	-2%	-10%
- O=C1CCC(C(=O)N2CCCC(C(=O)c3ccc4ccccc4c3)C2)=NN1 (stereo unspecified)
    ?	-5%	4%
- S=C(NCCCc1cnc[nH]1)NCCCN(Cc1ccc(Cl)c(Cl)c1)c1ccc(Br)cn1
    nt	15%	24%
- COc1cccc(-c2cccc(NC(=O)C3CCN(C4CCOCC4)CC3)c2)c1
    -3%	0%	0%
- CN(CCc1cn[nH]c1)C(=O)CC1C(=O)NCCN1Cc1cccc(Oc2ccccc2)c1 (stereo unspecified)
    -13%	-16%	nt
- C#CCOc1ccccc1CNc1ccccc1
    -24%	-3%	0%
- NCCCC[C@H](NC(=O)[C@@H]1CCCN1C(=O)[C@H](CO)NC(=O)[C@H](CC(=O)O)NC(=O)CNC(=O)[C@H](CCCN=C(N)N)NC(=O)CN)C(=O)O
    nt	45%[activator]	8%
- O=C(NNC1CC(=O)N(c2ccccc2)C1=O)c1ccccc1Cl (stereo unspecified)
    11%	-4%	5%
- O=C(NCC(F)(F)F)Nc1nnc(C(F)(F)F)s1
    -30%	-5%	6%
- O=S(=O)(NCc1ccccc1)c1ccc(Br)s1
    -11%	-2%	nt
- CN(Cc1ccccc1)C(=O)c1cc2c(s1)-c1ccc(Cl)cc1SC2
    23µM*	-8%	-13%
- CC(=O)c1ccc(N2CCC(c3cc(-c4ccc(Cl)cc4Cl)n[nH]3)CC2)c([N+](=O)[O-])c1
    6.5µM*	-8%	8%
- CCCn1c(O)c(N=Nc2ccc3ccccc3n2)c2ccccc21
    ?	-9%	11%
- O=C(CCl)Nc1ncc(S(=O)(=O)c2ccc([N+](=O)[O-])cc2)s1
    16µM*	-9%	4%
- O=C(NC1=NCCS1)c1ccc(-c2ccc(Cl)cc2)o1
    -21%	-12%	9%
- O=C(NCc1ccco1)c1n[nH]c(=O)c2ccccc12
    ?	-2%	3%
- Cc1cccc(C)c1OCC(O)Cn1c2ccccc2c2ccccc21 (stereo unspecified)
    21µM*	?	-7%
- CC(NC(=O)Cn1c(NCCO)nc2ccccc21)c1ccccc1 (stereo unspecified)
    -1%	0%	-2%
- CN1CCc2c(sc3c2c(=O)n(-c2ccc(Cl)cc2)c2nncn32)C1
    ?	-2%	-2%
- CCOc1ccc(CNC(=O)Cn2nc(C)c3c(C)n(-c4ccc(C)cc4)nc3c2=O)cc1
    -13%&-23%	-13%&-26%	-20%
- Cn1c(=O)c2c(nc(NC3CCCC3)n2C)n(C)c1=O
    1%	11%	nt
- COC(=O)/C=C1\SC(=NC(=O)c2ccc(-c3ccccc3)cc2)NC1=O
    -25%	-26%	5%
- CCCCCc1ccc(-c2ccc(=O)[nH]n2)cc1
    -4%	-4%	1%
- N#Cc1c(NC(=O)CSc2nc3c(c(C(F)(F)F)n2)CCc2ccccc2-3)sc2c1CCCC2
    -22%	-3%	3%
- Cc1cccc(-c2nc(C#N)c(NC3CCCCC3)o2)c1
    ?	-13%	3%
- CCN(CC(=O)NCc1ccc(F)cc1)C(=O)/C=C/c1cc(OC)ccc1OC
    -28%	-14%	6%
- CCC(c1nnc(SCC(=O)Nc2ccc(S(N)(=O)=O)cc2)n1Cc1ccccc1)N(C)C (stereo unspecified)
    -26%	0%	-1%

# Compound profiles, from the list above. Order of values: TDP1 cell noCPT | GCN5L2 inh | TDP1 block
# `Cc1cc(C(=O)COC(=O)CN=C2NS(=O)(=O)c3ccccc32)c(C)n1CCc1ccc(Cl)cc1` is entered as ? | -8% | 6%
# `O=C(CCl)Nc1ncc(S(=O)(=O)c2ccc([N+](=O)[O-])cc2)s1` is entered as 16µM* | -9% | 4%
